Assay outcomes as filed in PubChem BioAssay.
Efflux pump mplx: inhibitors of Candida efflux pumps in yeast, primary screen, S. cerevisiae, Nile Red, multiplex | S. cerevisiae Candida pump triplex | inhibition, % at 10 µM | AID 485275, 2010 | 0.44% of 330,000 active;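 active = plate passing quality check with inhibition over a set limit, or well fluorescence over plate mean plus 4 SD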;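 also: Nile Red retained in pooled yeast measured as flow cytometry median fluorescence; 0% = buffer negative control and 100% = Enniatin B positive control; higher means more Nile Red kept so more efflux inhibition; some compounds called inactive have numbers as strong as hits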
TPT1 inhibitor: Candida albicans TPT1 enzyme inhibitors, primary screen, biochemical, fluorescence polarization. tRNA 2'-phosphotransferase TPT1 (Candida albicans SC5314). recombinant caTPT1, FP RNA substrate dephosphorylation. inhibition, % at 5 µM. 0.81% of 300,000 active;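 active = inhibition above the mean of all tested compounds plus 3 SD, set per screening campaign, cut at about 24% in these data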;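 also: plate controls were DMSO alone for no effect and ferristatin control at 100 nM for full effect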
GASC-1 inh: inhibitors of GASC-1 histone demethylase, primary screen, biochemical, fluorescence, DELFIA europium; GST-JMJD2C(1-420) H3K9me3 demethylation; inhibition, % at 2.35 µM; 0.069% of 330,000 active; AID 2099, 2009;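 active = more than half of a compound's replicate wells show inhibition beyond 50%, single wells judged on their own value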;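 also: signal counts dimethyl H3K9 product captured on neutravidin plate; 0% = median of DMSO wells and 100% = 0.3 times that DMSO median; strong numbers were not always called active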
Target sequence (Q9H3R0 1-420 limits assumed): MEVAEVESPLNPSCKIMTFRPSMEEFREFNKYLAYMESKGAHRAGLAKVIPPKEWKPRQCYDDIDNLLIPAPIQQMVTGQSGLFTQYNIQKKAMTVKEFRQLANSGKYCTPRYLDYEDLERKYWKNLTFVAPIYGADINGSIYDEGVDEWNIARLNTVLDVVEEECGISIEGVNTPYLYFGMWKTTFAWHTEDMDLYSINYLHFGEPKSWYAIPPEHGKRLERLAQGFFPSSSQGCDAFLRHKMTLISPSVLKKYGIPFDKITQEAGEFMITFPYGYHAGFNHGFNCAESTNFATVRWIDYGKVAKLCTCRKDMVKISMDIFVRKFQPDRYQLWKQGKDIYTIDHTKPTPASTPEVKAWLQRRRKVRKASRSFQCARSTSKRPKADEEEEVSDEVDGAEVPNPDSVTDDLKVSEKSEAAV
procasp3 activ: activators of human procaspase-3 D3A mutant, primary screen, biochemical, absorbance, PC-3 D3A mutant, single concentration; recombinant procaspase-3 D3A, Ac-DEVD-pNA absorbance 405 nm; 0.11% of 330,000 active; activation, % at 8.5 µM; Caspase-3 (Homo sapiens), P42574; AID 463141, 2010;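 active = activation above the mean of all tested compounds plus 3 SD, cut at about 21% in these data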;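 also: 0% = DMSO alone and 100% = DMSO wells spiked with extra 5 µM PC-3 D3A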
Target sequence (P42574 whole entry D9A/D28A/D175A): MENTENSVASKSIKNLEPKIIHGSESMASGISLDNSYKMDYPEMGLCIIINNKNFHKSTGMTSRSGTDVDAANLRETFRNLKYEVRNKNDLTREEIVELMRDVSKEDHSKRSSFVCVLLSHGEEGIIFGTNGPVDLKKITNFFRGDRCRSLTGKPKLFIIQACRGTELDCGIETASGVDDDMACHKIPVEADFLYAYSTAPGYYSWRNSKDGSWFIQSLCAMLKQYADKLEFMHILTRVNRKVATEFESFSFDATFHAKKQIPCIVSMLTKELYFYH
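Test system: Procaspase-3 D3A mutant; medium: Zinc-free HEPES/NaCl buffer with 0.01% Triton X-100 at pH 7.4; reagent: DEVD-pNA substrate; doses: one concentration, 8.5 µM nominal, 0.8% DMSO; times: 1 h preincubation plus 2 h reaction at 25 °C; signal: Epi-absorbance at 405 nm of released p-nitroaniline, 0 and 120 min; replicates: singlicate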
PP1 counter: PP1-alpha phosphatase inhibitors, primary screen, counter-screen for PP5 inhibitor project, biochemical, fluorescence, OMFP substrate, single point | inhibition, % at 6.7 µM | 0.9% of 320,000 active | purified PP1alpha;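 active = inhibition above the mean inhibition of all tested compounds plus 3 SD, computed separately for each screening campaign, cut at about 15% in these data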
core dimer inh: inhibitors of HCV core protein dimerization, primary screen, biochemical, TR-FRET, high-throughput; TR-FRET GST/Flag-core106 dimerization, 1536-well; inhibition, % at 5 µM; 0.33% of 300,000 active;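 active = inhibition above the mean of all tested compounds plus 3 SD, set per screening campaign, cut at about 45% in these data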
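Material: GST/Flag-tagged HCV core106 proteins. Incubation: 4 h, 22.5 °C incubation. Read-out basis: inhibition (%) from 671 over 617 nm ratio. Measured by: TR-FRET, excitation 340 nm, emission 617 and 671 nm.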
CTSL1 counter: Fasciola hepatica cathepsin L1 inhibitors, primary screen, counter-screen for PFM18AAP inhibitor project, biochemical, QFRET, fluorogenic peptide substrate; recombinant F. hepatica cathepsin L1, Z-Leu-Arg-MCA fluorescence; inhibition, % at 5.96 µM; 0.49% of 300,000 active;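 active = inhibition above the mean of all tested compounds plus 3 SD, set per screening campaign, cut at about 17% in these data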;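 also: 0% = plate median of test compound wells and 100% = 1 µM Z-Phe-Ala-diazomethylketone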
proCasp7 act: procaspase-7 activators, primary screen, counter-screen for procaspase-3 activator project, biochemical, absorbance, HTS, human | Caspase-7 (Homo sapiens), P55210 | recombinant procaspase-7, Ac-DEVD-pNA absorbance 405 nm; D23A/D198A/D206A triple mutant, cannot self-cleave; scale: DMSO 0, 5 µM enzyme 100 | activation, % at 8.5 µM | 0.093% of 330,000 active;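 active = percent activation above the screen-wide mean plus 3 SD, cut at about 25% in these data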
Target sequence (P55210 whole entry D23A/D198A/D206A): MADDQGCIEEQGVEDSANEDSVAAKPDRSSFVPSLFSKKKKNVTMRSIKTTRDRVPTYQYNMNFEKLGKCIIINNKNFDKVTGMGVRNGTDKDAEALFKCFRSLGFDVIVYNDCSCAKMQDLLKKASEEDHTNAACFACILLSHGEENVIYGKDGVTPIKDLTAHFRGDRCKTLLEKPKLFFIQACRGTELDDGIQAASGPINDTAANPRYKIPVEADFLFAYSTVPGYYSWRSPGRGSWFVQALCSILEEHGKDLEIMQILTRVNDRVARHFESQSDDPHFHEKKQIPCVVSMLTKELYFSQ
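Material: Procaspase-7 triple mutant (PC-7 D3A) | Quantity: 2 µM procaspase-7 mutant as dispensed | Reagent: DEVD-pNA substrate | Times: 1 h preincubation, 2 h reaction | Technique: 405 nm absorbance of p-nitroaniline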
PP5 primary: PP5 phosphatase inhibitors, primary screen, biochemical, fluorescence; Serine/threonine-protein phosphatase 5 (Homo sapiens), P53041; purified PP5c, OMFP substrate fluorescence; inhibition, % at 6.7 µM; 0.18% of 320,000 active;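 active = inhibition above the campaign's mean inhibition across all tested compounds plus 3 SD, cut at about 9.5% in these data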;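 also: 0% = DMSO only and 100% = 100 µM cantharidin control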
Starred values were filed as active, the others as inactive; nt = no result given.

SMILES	Efflux pump mplx	TPT1 inhibitor	GASC-1 inh	procasp3 activ	PP1 counter	core dimer inh	CTSL1 counter	proCasp7 act	PP5 primary
CNc1ccc(Br)cc(C(=O)/C=C/c2cccc(OC)c2)c1=O	0.1	42*	0	-4	4	14	-1	-4	-0.2
CCOC(=O)Cn1c(=O)c2c(nc3n2CCCN3Cc2ccccc2)n(C)c1=O	-0.1	0	0	3	-1	2	1	8	1.4
CC1Oc2ccccc2OC1C(=O)Nc1ccccn1 (stereo not given)	0.0	1	12	-16	-2	-5	0	-2	1.0
CCCCS(=O)(=O)N1CCC(C(=O)Oc2ccc(Cl)cc2)CC1	0.3	2	-19	1	-4	-4	-1	-4	3.3
Cc1nnc2n(Cc3ccccc3)c(=O)c3c4c(sc3n12)COC(C)(C)C4	0.0	1	9	3	-2	6	-3	9	1.3
CC(=O)c1cccc(N(CC(=O)Nc2ccc(F)cc2)S(C)(=O)=O)c1	0.4	2	-6	1	-5	-1	-1	11	1.6
Cc1cc(OCCCCN2C(=O)NC(C)(C)C2=O)ccc1[N+](=O)[O-]	0.2	1	3	8	-3	-4	1	7	-0.2
COc1ccc(C(=O)/C=C/c2ccccc2)c(O)c1	0.0	-2	3	-2	-1	1	22*	-13	5.0
CCOc1ccc(NC(=O)c2[nH]c(C)c(C(C)=O)c2C)cc1	-0.1	-4	8	-4	4	-6	1	3	3.4
CCn1nnc(-c2ccccc2NC(=O)c2cc(OC)cc(OC)c2)n1	0.0	-3	-1	4	2	2	4	4	3.0
COc1ccc(N(CC(=O)NC2CCCCC2)S(=O)(=O)c2cccs2)cc1	0.0	nt	2	1	nt	nt	nt	3	nt
CCOc1ccc(Nc2n[nH]c(=S)s2)cc1	0.0	-1	9	-12	-3	-15	3	-20	1.5
COc1ccc(NC2CCCN(C(=O)CCn3cccn3)C2)cc1 (stereo not given)	0.1	1	-19	-5	-5	1	-1	-8	0.5
Cc1cc(S(=O)(=O)N2CCOCC2)ccc1OCC(=O)Nc1ccccc1F	0.2	-1	82	2	-4	2	-4	3	1.3
CS(=O)(=O)N1CCN(C(=O)c2c(F)cccc2F)CC1	0.1	4	-39	2	-2	-1	8	-8	2.5
CCOC(=O)CCCC(=O)N1CCOCCOCCN(C(=O)CCCC(=O)OCC)CCOCCOCC1	0.0	-3	-4	0	-3	0	-2	-2	-2.2
CCOC(=O)NC1(C(F)(F)F)NC(=O)N(Cc2ccco2)C1=O (stereo not given)	0.0	-1	-7	3	-5	0	5	6	0.3
COCc1cc(C)n(CC(=O)Nc2ccc(N3CCOCC3)cc2)c(=O)c1C#N	0.0	-3	-8	1	-6	2	2	5	1.7
Cc1cccc(OCCCC(=O)NCC(=O)Nc2cccc(C)c2C)c1	-0.1	3	-18	4	1	4	7	1	-0.2
Cc1ccc2c(c1)cc1c(=O)n(CC(=O)NCCN3CCCC3)nc(C)n12	0.2	3	1	-5	-2	5	-3	0	1.0
CCOc1ccc(S(=O)(=O)NC2=NCCCCC2)cc1	-0.1	nt	3	3	1	nt	nt	-3	0.6
COc1cc(/C=C/C(=O)OCC(=O)NC(=O)NC(C)C)cc(S(=O)(=O)N2CCc3ccccc32)c1OC	0.1	2	0	-6	3	7	-16	6	4.8
COc1ccc(OC)c(NC(=O)c2ccc(S(=O)(=O)N3CCOCC3)cc2)c1	1.0	2	2	13	3	4	1	16	4.3
CC(C)(C)NC(=O)CC(c1ccccc1)c1ccccc1O (stereo not given)	0.2	-4	-2	2	0	-1	2	0	-2.3
CCCC(=O)N1CC(=O)Nc2ccc(F)cc2C1c1ccccc1 (stereo not given)	-0.1	-3	-5	-2	1	-8	-1	6	0.3
Nn1c(SCC(=O)Nc2ccc3c(c2)OCCO3)nnc1-c1cccnc1	-0.1	-4	-1	-1	5	-6	0	-5	2.7
CCOc1ccc(N(CC(=O)NCCc2ccccc2)S(=O)(=O)c2ccccc2)cc1	0.1	1	-7	3	3	2	0	3	1.1
COc1cccc(NC(=O)C2C3C=CC(O3)C2C(=O)NCc2cccnc2)c1 (stereo not given)	0.0	1	8	1	-2	6	2	-22	-1.1
O=C(COC(=O)COc1cccc(Br)c1)Nc1c(Cl)cccc1Cl	0.0	-2	-3	2	-2	2	-27	-2	3.5
COC(=O)C1CCN(C(=O)CSc2nnc(-c3ccccc3)o2)CC1	0.0	-2	-8	7	-1	-4	0	1	-2.0
Clc1ccc(-c2ccccc2)nn1	0.0	3	3	0	-1	2	0	-2	-0.6
CC(=O)C[C@H](O)CC(=O)[C@H]1OC(=O)[C@H](C)CCCCc2ccccc21	0.0	nt	34	9	nt	nt	nt	5	nt
COc1ccc2c(c1)c(C(C)=O)c(C)n2CCc1ccccc1	0.5	-1	140	4	3	-1	-2	8	7.7
COc1ccc(-c2cc(C(=O)Nc3c(C)n(C)n(-c4ccccc4)c3=O)no2)cc1OC	0.0	0	3	5	-1	3	5	13	-0.3
CCOC(=O)c1cc(C)sc1NC(=O)C1CCC1	0.2	3	2	1	-1	0	0	-4	4.2
Cc1nn(CC(=O)NCCc2ccco2)c(=O)c2nn(-c3ccccc3)c(C)c12	0.4	1	-8	-4	7	38	-5	-4	1.8
Cc1ccccc1CSc1nc2c(c(=O)[nH]1)CCCC2	0.1	3	1	2	2	-4	-2	1	-0.1
CC(O)c1nc2ccccc2n1C1CCCCC1 (stereo not given)	0.2	8	0	-5	2	1	-3	-2	2.6
O=c1ccc(-c2ccc(S(=O)(=O)NCC3CCN(Cc4ccccc4F)CC3)s2)n[nH]1	0.1	-5	4	2	-2	3	1	2	2.7
O=c1[nH]c(=O)n(Cc2ccccc2)c2nc(-c3ccc(C(F)(F)F)cc3)n(CCO)c12	-0.1	2	54	3	3	1	3	2	0.4
Cc1cccc(CNC(=O)CCc2nnc(C3CCCCC3)o2)c1	-0.1	3	5	-2	-3	0	-1	3	-1.5
CCOc1ccc(N(CC(=O)NCc2ccco2)C(=O)CCC(=O)Nc2nccs2)cc1	0.4	-3	5	14	9	-2	-3	1	1.7
Cc1cc(C)n(-c2ccc(C(=O)NCC(c3ccco3)N3CCCC3)cc2)n1 (stereo not given)	0.3	nt	0	-9	-2	nt	nt	-1	0.4
O=C(Nc1ccc(Cl)cc1)c1cnc(-c2ccccc2)nc1-c1ccccc1	0.3	1	-4	4	1	5	0	0	-3.0
COc1cccc(C(C)N(C)Cc2nc(-c3ccoc3)oc2C)c1 (stereo not given)	0.0	-2	3	-3	-4	4	6	-1	2.1
CC1(c2cccc(Br)c2)NC(=O)N(CC(=O)Nc2ccc(S(N)(=O)=O)cc2)C1=O (stereo not given)	-0.1	1	2	0	2	10	-1	-4	1.5
CCOP(=O)(OCC)C(Nc1cccc([N+](=O)[O-])c1)c1ccccc1 (stereo not given)	0.0	1	1	-5	2	1	-1	5	-0.9
Cc1noc(C)c1CSCC(=O)N(C)CC(=O)Nc1ccc(F)cc1	0.3	-1	-12	3	-4	-3	-1	-3	-0.7
O=C1CCc2cc(S(=O)(=O)NC3CCCCC3)ccc2N1	-0.1	nt	2	-1	-3	nt	nt	-3	0.4
COc1ccc(OC)c(Cc2nnc(CCC(=O)NCc3ccsc3)o2)c1	0.0	4	7	4	-2	1	-2	1	1.6
CC12CCC(=O)N1C(C(=O)Nc1nc(-c3ccc(F)c(F)c3)cs1)CS2 (stereo not given)	0.1	1	-3	6	-6	0	0	4	-1.4
CCOc1ccc(-n2c(SCC(=O)Nc3ccccc3C)n[nH]c2=O)cc1	-0.2	5	2	-2	-4	-3	-2	11	-2.5
COc1ccc([C@@H]2C[C@H]3CN(c4ccccc4)C(=O)[C@]34CCCN24)c(OC)c1OC	0.0	6	7	4	-1	5	-5	-7	0.3
O=C(NCCCN1CCCC1=O)c1cccc(NS(=O)(=O)c2ccc(Br)cc2)c1	-0.1	-4	3	-4	-3	2	-1	2	0.5
O=C(CSc1nnc(CNC(=O)c2cccs2)o1)NCCc1ccccc1	-0.3	-4	-14	-1	-4	-3	4	-13	0.3
CCOc1ccc(N(CC(=O)NCc2ccccc2C)S(C)(=O)=O)cc1	0.0	3	-2	0	-2	-10	2	2	1.3
COc1cccc(-n2c(Cc3cc(=O)[nH]c(=O)[nH]3)nnc2SCC(=O)N2CCCC2)c1	-0.1	-6	6	3	-2	-6	3	3	1.1
CC1CCN(CCCCOc2ccc(F)cc2)CC1	0.2	-1	11	0	0	-44	0	1	-2.3
CC(=O)NCCNC(=O)c1ccc(NC2=NC3CS(=O)(=O)CC3S2)cc1 (stereo not given)	0.3	3	-3	0	3	-3	0	3	-1.8
COc1ccccc1N1CCN(C(=O)/C=C/c2ccccc2)CC1	0.0	-4	-1	-5	0	-2	6	9	-0.9

Random excerpt: two records from the list.
SMILES	Efflux pump mplx	TPT1 inhibitor	GASC-1 inh	procasp3 activ	PP1 counter	core dimer inh	CTSL1 counter	proCasp7 act	PP5 primary
CCOc1ccc(N(CC(=O)NCc2ccco2)C(=O)CCC(=O)Nc2nccs2)cc1	0.4	-3	5	14	9	-2	-3	1	1.7
O=C(NCCCN1CCCC1=O)c1cccc(NS(=O)(=O)c2ccc(Br)cc2)c1	-0.1	-4	3	-4	-3	2	-1	2	0.5

(listing goes on)
SMILES	Efflux pump mplx	TPT1 inhibitor	GASC-1 inh	procasp3 activ	PP1 counter	core dimer inh	CTSL1 counter	proCasp7 act	PP5 primary
O=c1[nH]nc(CNc2ccc(C(F)(F)F)cc2)c2ccccc12	0.0	1	0	7	2	6	1	-5	5.3
O=C(CSc1nnc(Cc2ccccc2)o1)N1CCc2ccccc21	-0.1	-3	-5	5	3	0	6	11	2.8
CCC(=O)Nc1cc(C(C)C)c(O)cc1C	0.1	2	-4	12	0	3	-1	6	1.9
COCCN(Cc1ccco1)C(=O)C1CCCN(c2ncnc3c2nc2n3CCCCC2)C1 (stereo not given)	0.2	-4	-32	-4	3	2	5	0	1.4
Brc1cccc(OCCn2ccnc2)c1	-0.1	-1	30	-8	-1	-13	0	1	2.5
Cc1cc(Cl)ccc1NC(=S)Nc1cccnc1	0.2	0	96	-2	-7	1	-4	0	-2.1
C/C(=N\NC(=O)CCc1ccc(S(=O)(=O)N2CCOCC2)cc1)c1ccccc1Cl	-0.1	-5	3	3	-4	1	0	11	-0.2
c1ccc(N2CCN(c3ncnc4c3oc3ccccc34)CC2)cc1	-0.1	-5	-5	1	3	7	2	11	2.1
